Assay outcomes from PubChem.
AmpC detergent: blocks E. coli AmpC beta-lactamase in detergent assay; Potency, µM (top dose mostly 114 µM), for the others: top-dose activity change, negative = inhibition, actives largely listed as inhibitors; AmpC hydrolysis of nitrocefin, absorbance 480 nm, 0.01% Triton; P00811; AID 485294; 370,000 compounds, 0.041% hits;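 note: potency is the fitted concentration of half-maximal effect; 0% = no-compound wells and -100% = no-enzyme wells; nearly all actives have a fitted effect of over 25% in size; some results filed as inactive show a strong effect at the top dose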
Target sequence (P00811 whole entry, looked up): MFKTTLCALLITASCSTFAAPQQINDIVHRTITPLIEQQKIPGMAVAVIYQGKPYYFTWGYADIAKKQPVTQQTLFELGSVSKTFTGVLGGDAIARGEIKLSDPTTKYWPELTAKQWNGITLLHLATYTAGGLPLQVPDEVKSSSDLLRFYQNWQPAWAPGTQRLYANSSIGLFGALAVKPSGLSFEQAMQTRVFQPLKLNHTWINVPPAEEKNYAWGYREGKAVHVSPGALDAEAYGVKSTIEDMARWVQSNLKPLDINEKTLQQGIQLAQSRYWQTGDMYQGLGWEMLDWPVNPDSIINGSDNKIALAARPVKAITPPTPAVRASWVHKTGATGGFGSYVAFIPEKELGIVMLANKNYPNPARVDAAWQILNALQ
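20 mM phosphate pH 7.0 + 0.01% (detergent screen) or 0.0001% Triton X-100; 5.3 nM AmpC reagent; cpd preinc 15 min RT; nitrocefin (800 uM stock) to start; A480 q20 s × 4 min; Activity was normalised to no-enzyme and no-compound control wells.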
Sm TGR inh: S. mansoni TGR enzyme inhibition | purified TGR, DTNB reduction, TNB absorbance 405 nm | Potency, µM (top dose mostly 114 µM), inactives show at the top dose activity change, negative = inhibition, usual class: inhibitors | 360,000 compounds, 3% hits | AID 485364; note: potency is the fitted concentration of half-maximal effect; nearly all actives have a fitted effect of over 60% in size
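Kinetic colorimetric format: TGR-catalysed, NADPH-driven DTNB reduction monitored via TNB absorbance. Enzyme dispensed at 20 nM; compound exposure 15 min at room temperature before reaction start.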
HCMV inh: inhibitors of human cytomegalovirus | HFF cells, HCMV-luciferase reporter, 72 h; active compounds read low | activity change, negative = inhibition, % at 57.5 µM | 410,000 compounds, 4.5% hits; in the data active = activity change below about -60%; inconclusive = no clear call, values can overlap the other calls; inactive = above about -39%
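Steps: HFFs plated, 16 h 37C; compounds added; HCMV-luciferase added to MOI 1 PFU/cell; 72 h 37C; OneGlo reagent, 5 min room temperature; luminescence read, normalized to controls.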
AmpC inh no detg: AmpC beta-lactamase inhibition without detergent | P00811 | AmpC nitrocefin hydrolysis, absorbance 480 nm, 0.0001% Triton | Potency, µM (top dose mostly 57.1 µM), for inactives: top-dose activity change, negative = inhibition, hits mostly inhibitors | 330,000 compounds, 0.52% hits | AID 485341;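 note: potency is the fitted concentration of half-maximal effect; plate controls were no compound for no effect and no enzyme for full effect; nearly all actives have a fitted effect of over 20% in size; some results filed as inactive show a strong effect at the top dose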
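AmpC (5.3 nM in the dispensed reagent) in 20 mM phosphate pH 7.0 with 0.01% (detergent screen) or 0.0001% Triton X-100 was preincubated with compounds for 15 min at room temperature. Nitrocefin was then added from an 800 uM solution, and hydrolysis was followed at 480 nm.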
HCV inhibitor: blocks hepatitis C virus; 340,000 compounds, 3.4% hits; Potency, µM (highest dose often 41.8 µM), without a hit: at the top dose activity change, negative = inhibition, actives largely listed as inhibitors; Huh7.5.1 HCVcc-Cre infection, luciferase reporter, 44 h; note: potency is the fitted concentration of half-maximal effect
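Reporter virus HCVcc-Cre (~0.5 moi) infects cells exposed to compound; seeding density 1,000 cells/well with 4 h settling beforehand. Luminescence, 15 sec read, taken 44 h post-infection following a 15 min RT substrate incubation.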
Giardia FBPA inh: Giardia lamblia aldolase inhibition; A8B2U2; purified Giardia FBPA; Potency, µM (doses to about 59.6 µM), for the others: top-dose activity, negative = inhibition, hits mostly inhibitors; 290,000 compounds, 0.71% hits; note: potency is the fitted concentration of half-maximal effect; nearly all actives have a fitted effect of over 55% in size
Target sequence (A8B2U2 whole entry, looked up): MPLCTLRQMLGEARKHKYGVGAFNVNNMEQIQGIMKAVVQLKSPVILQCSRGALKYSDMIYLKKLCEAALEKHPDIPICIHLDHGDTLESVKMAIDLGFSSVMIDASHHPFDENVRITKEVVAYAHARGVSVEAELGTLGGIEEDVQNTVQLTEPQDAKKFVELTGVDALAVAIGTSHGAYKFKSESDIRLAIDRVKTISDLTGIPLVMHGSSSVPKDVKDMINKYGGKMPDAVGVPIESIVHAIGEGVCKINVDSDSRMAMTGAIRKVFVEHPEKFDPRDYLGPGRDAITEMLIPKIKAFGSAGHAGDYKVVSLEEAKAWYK
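Giardia FBPA (40 nM reagent) was preincubated 10 min at RT with compound (up to 57.5 uM final), then substrate plus GAPDH/TPI/NAD/arsenate coupling system with diaphorase/resazurin was added; resorufin fluorescence (525/598 nm) was read after 20 min.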
The depositor's hits bear a star; ? = inconclusive; · = not tested or not shown; & = joins results of further samples; [ ] = another dose, or the depositor's remark. Unless noted, calls come from the whole dose curve; as a rule, active = well fitted curve in the direction sought with a large enough effect; inconclusive = small, poorly fitted or top-dose-only effect, or another doubt; inactive = no such curve, though single readings can be large; an effect the other way counts as inactive or inconclusive. Unless noted, % is set by controls: 0 for no effect and ±100 for the full control effect.

SMILES | AmpC detergent | Sm TGR inh | HCMV inh | AmpC inh no detg | HCV inhibitor | Giardia FBPA inh
COc1ccc(C(=O)C2CCCN(S(=O)(=O)c3ccccc3F)C2)c(C)c1 (configuration not stated) | -14% | -8% | -40 | -24% | ? | ·
Cc1ccccc1NS(=O)(=O)c1cc(C(=O)N2CCCC2)ccc1Cl | -9% | ? | 14 | -26% | · | 5%
Cc1ccc2c(cnn2C(=O)CCC(=O)NCc2cccc(Br)c2)c1 | -11% | -16% | -24 | -8% | 9% | 7%
OCCC1CN(Cc2cnc(N3CCCC3)s2)CCN1C1CCCC1 (configuration not stated) | -2% | -15% | -10 | -8% | 3% | -1%
O=C(Nc1cccc(-c2cn3cccnc3n2)c1)c1cccs1 | 0% | 3% | 15 | -22% | -8% | 1%
S=C(NCCc1ccccc1)Nc1cccc2cnccc12 | -11% | -20% | -95* | -17%[11.4 µM] | ? | ?
COc1ccc(C(=O)Nc2nc3ccc(S(C)(=O)=O)cc3s2)cc1 | -8% | -2% | 62 | -35% | -8% | 1%
COc1ccc(NC(=O)CN(C)CC(=O)c2[nH]c(C)c(C(C)=O)c2C)cc1 | 3% | ? | 0 | -30% | -5% | ·
Cc1sc(N)nc1-c1ccc2c(c1)OCCO2 | 7% | 10% | 31 | -13% | 14% | -23%
O=S(=O)(c1ccc2c(c1)OCCO2)N1CCc2ccccc21 | ? | 1% | -36 | -11% | 27% | 2%
CC(C)N(C(=S)Nc1cccc(C(F)(F)F)c1)C(C)c1ccccn1 (configuration not stated) | -6% | -14% | -25 | -24% | -28% | -16%
Cc1c(Cl)c(C(F)(F)F)nn1CC(=O)NN | 2% | 11% | 37 | -26% | 1% | -5%
CCC(C)NC(=O)c1ccc(CS(=O)(=O)c2ccc(OC)cc2)o1 (configuration not stated) | -14% | ? | 10 | -11% | 11% | 2%
O=C(NCCNC(=O)c1ccccc1Br)c1cccnc1 | 5% | 7% | 13 | -2% | 1% | 7%
Cn1c(=O)cc(OCCCC(=O)Nc2ccccn2)c2ccccc21 | -2% | -9% | 349 | -4% | 5% | -4%

Reprinted at random: 4 compounds from above, in no set order.
SMILES | AmpC detergent | Sm TGR inh | HCMV inh | AmpC inh no detg | HCV inhibitor | Giardia FBPA inh
COc1ccc(C(=O)Nc2nc3ccc(S(C)(=O)=O)cc3s2)cc1 | -8% | -2% | 62 | -35% | -8% | 1%
CC(C)N(C(=S)Nc1cccc(C(F)(F)F)c1)C(C)c1ccccn1 (configuration not stated) | -6% | -14% | -25 | -24% | -28% | -16%
OCCC1CN(Cc2cnc(N3CCCC3)s2)CCN1C1CCCC1 (configuration not stated) | -2% | -15% | -10 | -8% | 3% | -1%
S=C(NCCc1ccccc1)Nc1cccc2cnccc12 | -11% | -20% | -95* | -17%[11.4 µM] | ? | ?

Following part:
SMILES | AmpC detergent | Sm TGR inh | HCMV inh | AmpC inh no detg | HCV inhibitor | Giardia FBPA inh
COc1cccc(NC(=O)COC(=O)Cc2ccc(Cl)cc2)c1 | -11% | 2% | 14 | -21% | 16% | 1%
CCO[C@@H]1OC(C(=O)N2CCN(Cc3ccccc3)CC2)=C[C@H](c2coc3ccccc3c2=O)[C@H]1CCCO | -7% | -12% | 5 | 183%[activator] | ? | -3%
CCC(C)(C)n1nnnc1C(c1ccc2ncccc2c1)N1CCN2CCCC2C1 (configuration not stated) | 0% | -7% | -30 | -3% | 1% | -19%
Cc1nn(C(=O)Cn2ccc([N+](=O)[O-])n2)c(C)c1Cl | 0% | -2% | 10 | -1% | -2% | 7%
Cc1cccc(-n2c(=O)c3c(c4cc(C)ccc4n3C)n(C)c2=O)c1 | -4% | -3% | 25 | · | · | ·
CNc1cc([N+](=O)[O-])ccc1OCc1ccccc1 | 5% | 3% | 48 | -20% | ? | -25%
COc1ccc(C(=O)NNC(=O)CSc2nnc(C3CC3)n2C)cc1 | -13% | 5% | -6 | -12% | 3% | -7%
CCOC(=O)N1CCC(N2Cc3cccc(C(=O)Nc4ccc(N(CC)CC)cc4C)c3C2=O)CC1 | -8% | -1% | 0 | -1% | -12% | 3%
COc1ccccc1OCC(=O)NCCSCc1ccc(Cl)cc1 | -10% | 0% | -1 | 10% | -9% | 0%
O=c1[nH][nH]c(C(F)(F)F)c1/C=N/N1CCOCC1 | ? | 11% | 31 | -20% | 10% | -27%
COc1ccc(Cl)cc1NC(=O)CN(C)C(=O)CN1C(=O)NC2(CCCC2)C1=O | 0% | -19% | -11 | 2% | 22% | ·
Cc1ccc(NC(=O)c2cc(N3C(=O)CCC3=O)ccc2N2CCOCC2)cc1 | 3% | 8% | -10 | -15% | 20% | 2%
Cc1cccc(C(=O)Nc2nsc(N)n2)c1 | -8% | 6% | -13 | -17% | ? | ·
COC(=O)c1c(NC(NC(=O)C(C)(C)C)C(Cl)(Cl)Cl)sc2c1CCC2 (configuration not stated) | 2% | -7% | -38 | -2% | ? | -3%
CCc1nc2nc(C)cc(Nc3cccc(C)c3C)n2n1 | 13% | 5% | -1 | · | · | ·
COc1ccc(-c2csc(NC(=O)C3CCN(C(=O)c4ccc(F)cc4)CC3)n2)cc1OC | 1% | 1% | · | 166%[activator] | · | 4%
CCN(CC)CCCn1c2c(c(SCC(=O)N3CCCc4ccccc43)nc1=O)CCC2 | -2% | 4% | ? | -56% | -10% | ·
Cc1nnc(NC(=O)CSc2nc3c(c(=O)n2CCc2ccccc2)SC(C)C3)s1 (configuration not stated) | -3% | 7% | -25 | -2% | 12% | 2%
O=C(NCc1ccc(F)cc1)c1nc(-c2cccs2)no1 | -11% | -7% | ? | -15% | -12% | 0%
CCOc1ccc(NC(=O)Cn2cc(C(=O)c3ccc(CC)cc3)c(=O)c3ccc(C)nc32)cc1 | 3% | 6% | -1 | · | · | ·
COc1ccc(OC)c(C(=O)CN2C(=O)C(=O)N(C3CCCC3)C2=O)c1 | · | · | 22 | -11% | -1% | ·
Cc1nnc2n1N=C(c1ccccc1)CS2 | 0% | 40µM* | 22 | -14% | 10% | -11%
COc1ccc(CN(C)C(=O)c2ccccc2Sc2ccccc2C#N)cc1OC | 2% | -21% | 72 | 148%[activator] | ? | ·
COCCOC(=O)/C(C#N)=C/c1cn(Cc2ccccc2)nc1-c1cccnc1 | 0% | · | -35 | 131%[activator] | -14% | -11%
CCCc1cc(=O)oc2cc(C)cc(OC(C)C(=O)NCc3cccnc3)c12 (configuration not stated) | -11% | -2% | 14 | 70%[activator] | -26% | 10%
COc1ccc(-c2nc3cc(C)ccn3c2NC(=O)c2ccccc2OC)cc1 | 1% | 6% | ? | 30% | ? | 3%
C#CCN1CC(C)/C(=N/O)CC1C (configuration not stated) | ? | 0% | 10 | -19% | 16% | -7%
O=C(NC1CC(=O)N(c2ccc3c(c2)OCCO3)C1)N1CCCCC1 (configuration not stated) | 6% | 5% | -27 | 3% | -8% | ·
COc1ccc(-c2[nH]ncc2CN(CCO)Cc2cccs2)c(F)c1 | 0% | 4% | 0 | 0% | -27% | 5%
N#C/C(=C\c1cccs1)C(=O)NCc1ccco1 | -7% | -10% | -27 | -4% | 26% | 0%
CCOC(=O)c1cnc2ccc(C(=O)OC)cc2c1Nc1ccc(OCc2ccccc2Cl)cc1 | 2% | 0% | 13 | · | · | ·
COc1ccc(C(CC(=O)O)NC(C)=O)cc1OC (configuration not stated) | 1% | -7% | 12 | -9% | 15% | 4%
O=C(c1ccccc1F)N1CCC2(CC1)OCCO2 | 1% | 8% | -16 | -20% | ? | 1%
Cc1ccc(C(=O)OCC(=O)Nc2cc(S(C)(=O)=O)ccc2Cl)cc1S(=O)(=O)N1CCCCC1 | 0% | 6% | -9 | 37% | · | 5%
Cc1ccc(-c2nc3n(n2)C(=O)CC(c2ccc(C)cc2)S3)cc1 (configuration not stated) | 5% | 6% | -5 | · | · | ·
O=C(COC(=O)CNC(=O)c1ccccc1)Nc1ccc(F)c([N+](=O)[O-])c1 | ? | 0% | -19 | -22%[11.4 µM] | 18% | -2%
CC1CCC(Nc2ncnc3onc(-c4ccc(F)cc4)c23)CC1 (configuration not stated) | 5% | 13% | -28 | · | · | ·
CCc1ccccc1NC(=O)Cn1nnc2sc3c(c2c1=O)CCC(C(C)(C)C)C3 (configuration not stated) | 1% | -5% | -3 | · | · | ·
O=C(Cn1ncc2c([nH]c3ccccc32)c1=O)N1CCN(c2ccc(F)cc2)CC1 | 0% | 3% | 0 | -18% | -6% | 2%
CCCC(=O)Nc1sc(Cc2ccccc2)c(C)c1C(N)=O | -11% | 3% | ? | -2% | ? | -16%
Cc1nn(Cc2nnc(SCC(=O)Nc3cccc(C(F)(F)F)c3)n2C)c(C)c1[N+](=O)[O-] | 1% | -4% | -10 | 90%[activator] | -11% | -2%
CCOC(=O)CNC(=O)C12CC3CC(CC(C3)C1)C2 | 0% | 26% | 8 | 1% | 9% | -1%
COc1ccc(CCN=c2c([N+](=O)[O-])nn(-c3cccc(C)c3)n2O)cc1OC | 3% | -7% | 0 | -6% | ? | -5%
CN(CC1CCCO1)S(=O)(=O)c1ccc(C(=O)Nc2ccc3c(c2)OCO3)cc1 (configuration not stated) | 1% | -9% | -7 | -46% | -13% | -3%
COc1ccccc1N1CCN(C(=O)C2CCN(S(=O)(=O)c3cccc4nonc34)CC2)CC1 | -3% | -7% | -2 | · | · | ·

Look-ups from the entries so far:
`COc1ccc(-c2nc3cc(C)ccn3c2NC(=O)c2ccccc2OC)cc1` @ AmpC inh no detg: 30%
`CCCC(=O)Nc1sc(Cc2ccccc2)c(C)c1C(N)=O` @ AmpC inh no detg: -2%
`O=C(c1ccccc1F)N1CCC2(CC1)OCCO2` @ Sm TGR inh: 8%

The list continues.
SMILES | AmpC detergent | Sm TGR inh | HCMV inh | AmpC inh no detg | HCV inhibitor | Giardia FBPA inh
N#CC1(c2ccccc2)CCN(C2CC(=O)N(c3cccc(F)c3)C2=O)CC1 (configuration not stated) | 4% | 45µM* | -29 | 33% | 20% | 2%
COc1ccc(N(C)S(=O)(=O)c2cccc(C(=O)NC3CCCCC3C)c2)cc1 (configuration not stated) | -7% | -8% | -30 | 1% | ? | 0%
CC(C)c1nn2c(=O)cc(COC(=O)c3ccccc3NC(=O)c3cccs3)nc2s1 | 9% | 3% | -24 | · | · | ·
CCCN1CCN(CCCNC(=O)c2ccc3c(c2)NC(=O)c2ccccc2S3)CC1 | ? | -12% | -23 | 9% | 0% | -1%
COc1c(C)cccc1C(=O)Nc1cc(Cl)ccc1N1CCOCC1 | -1% | 4% | -26 | -4% | 8% | -4%
O=C(CSc1cccc[n+]1[O-])c1ccc(Cl)cc1 | -2% | -6% | 82 | -16% | 15% | -6%
O=C(Nc1ccc(Cl)cc1)C1CCN(S(=O)(=O)c2ccc(Br)s2)CC1 | 4% | -2% | -96* | · | · | ·
CCN(CC)C(=O)c1ccccc1NC(=O)c1ccccc1 | 0% | -1% | -2 | -1% | 21% | 4%
O=C(CCN1C(=O)C2C3C=CC(C3)C2C1=O)Nc1c(F)cc(F)cc1Br (configuration not stated) | 3% | 1% | 20 | -14% | -7%&16% | -1%
C[N+]1(C)C2CC[C@H]1CC(OC(=O)C(CO)c1ccccc1)C2 (some centres not stated) | ? | -8% | 23 | -17% | 4% | ·

Rows are unselected, and some 9.9% of all compounds hit somewhere here.
